Growth percent in the NCI-60 one-dose screen (48 h, 10 µM unless noted): 100 = growth as untreated, 0 = no growth, -100 = all killed.
HCC-2998 = HCC-2998 colon cancer; 79,000 tested, 4.7% active
HCT-15 = HCT-15 colon cancer | 82,000 tested, 5.2% active | AID 1794746
SNB-75 = SNB-75 CNS cancer; 79,000 tested, 5% active; AID 1794750
SF-539 = SF-539 CNS cancer; AID 1794752; 81,000 tested, 6.8% active
SW-620 = SW-620 colon cancer | AID 1794795 | 82,000 tested, 5.2% active
SNB-19 = SNB-19 CNS cancer cells; 81,000 tested, 2.5% active; AID 1794751
HCT-116 = HCT-116 colon cancer. 82,000 tested, 7.3% active. AID 1794798
KM12 = KM12 colon cancer cells; 82,000 tested, 5% active; AID 1794800
SF-295 = SF-295 CNS cancer cells | 79,000 tested, 5.6% active
Starred values were filed as active, the others as inactive; · = not tested or not shown. Rule for the calls: active = growth percent below 10; inactive = the rest.

SMILES	HCC-2998	HCT-15	SNB-75	SF-539	SW-620	SNB-19	HCT-116	KM12	SF-295
CCOC(=O)C1(C)CCCCC1=O (stereo not given)	106	98	86	102	110	91	104	117	98
C/C(NCCc1ccccc1)=C1\CCOC1=O	89	94	80	101	99	109	101	108	112
N#CCC(=O)NCc1ccncc1	113	93	88	91	119	92	100	115	90
C[C@]12CCC(=O)C=C1CCC1C2[C@@H](O)C[C@@]2(C)C1CC[C@]2(O)C(=O)CO (stereo not given in full)	102	102	96	94	107	102	99	104	107
Cc1oc(-c2ccc(Cl)cc2)nc1/C=C/C(=O)c1ccc(Cl)cc1	102	102	99	89	92	87	98	96	100
Cc1cc(N=Nc2ccc(-c3ccc(N=Nc4ccc(O)c(C(=O)O)c4)cc3)cc2)c(N)c(N=Nc2ccc(C(=O)O)cc2)c1N	88	75	83	93	96	96	66	92	·
CCN1C(=O)N(CC)C2C1NC(=S)N2/N=C/C=C/c1ccccc1OC (stereo not given)	12	9.1*	45	-8.2*	24	27	2.3*	16	11
CCCCc1nc(/C=C/C(=O)C2C(=O)N(C)C(=O)N(C)C2=O)c(Cl)[nH]1	123	106	103	111	117	99	96	121	118
Oc1ccc(Cc2ccccc2)c2cccnc12	26	29	21	12	31	20	7.1*	25	32
CCCCCCCCCCCCCCCCSC(=NCC)NCC	-65*	-36*	53	33	-72*	55	-94*	-31*	·
N#C/C(=C/NC(=S)Nc1ccc(Cl)c(Cl)c1)C(N)=O	95	89	88	70	106	105	96	92	103
C[C@@H]1N=C(c2ccc3ncccc3c2)Nc2nc3ccccn3c2C1=O	106	97	82	92	99	94	96	92	99
O=C(/C=C/c1cn(Cc2ccc(Cl)cc2)c2ccccc12)c1ccccc1	88	69	94	94	80	95	62	42	84
CC(=O)C(=Cc1ccc(C=C(C(C)=O)C(C)=O)cc1)C(C)=O	45	-33*	73	-1.6*	-11*	19	-56*	-44*	86
Nc1nc(-c2ccc(Cl)cc2)cs1	101	96	66	101	104	105	102	101	81
COc1ccccc1C(=O)/C=C/c1cc2cccc(OC)c2[nH]c1=O	-85*	-12*	34	-10*	-6.3*	-4.6*	-15*	-49*	14
O=Cc1cn(S(=O)(=O)c2ccc(Cl)c(Cl)c2)c2ccccc12	96	76	81	98	92	95	94	100	93
Cn1cc(-c2nonc2-c2cn(C)c3ccccc23)c2ccccc21	51	30	2.1*	-22*	25	25	12	27	17
CNC(=O)c1cccc(Cn2nc(C)c(NC(=O)c3ccc(COc4ccc(C(F)(F)F)cc4C)cc3)c2C)c1	69	55	82	72	77	47	29	62	28
CC(/C=C/C(O)=C1/C(=O)CNC1=O)=C\[C@@H](C)[C@H]1O[C@@]2(C)O[C@H](C(=O)[C@@H]3O[C@@]32C)[C@@H]1C	191	106	105	104	107	112	96	108	100
COc1cc(-c2ccc(C)n2-c2ccc(-c3nc4ccc(F)cc4s3)cc2)cc(OC)c1OC	83	97	·	109	85	97	78	89	91
O=C(Nc1ccccc1)Nc1ccc(F)cc1	117	103	94	121	102	102	100	99	87
CCSC(SCC)C(OC(C)=O)C(OC(C)=O)C(COC(c1ccccc1)(c1ccccc1)c1ccccc1)OC(C)=O (stereo not given)	85	91	82	101	91	87	80	91	82
O=C(N/N=C/c1cccc2ccccc12)c1cccnc1	99	98	64	96	108	107	110	104	123
FC(F)(F)c1nc2ccccc2n1Cc1nnc(SCc2cn(-c3ccc(Cl)cc3)nn2)o1	106	98	89	93	96	97	101	101	101

Additional structures follow:
SMILES	HCC-2998	HCT-15	SNB-75	SF-539	SW-620	SNB-19	HCT-116	KM12	SF-295
COc1cc(/C=N/Nc2ccccc2F)cc(OC)c1OC	108	89	103	99	94	98	84	86	98
CSc1nc(N)c(CNCc2ccccc2)c(=O)n1C	99	97	84	92	101	95	93	107	114
O=C1c2c(c(=O)[nH]c3ccccc23)[C@H](c2ccccc2)[C@@H]2CCCN12	101	38	72	35	54	61	21	21	105
COc1ccc(C2=NN(c3ccccc3)C(c3ccc(OCc4ccc(Cl)cc4)c(OC)c3)C2)cc1OC (stereo not given)	113	88	81	90	93	94	73	97	102
CCOC(=O)/C(F)=C/C1CC1CCc1ccc(F)cc1 (stereo not given)	113	98	102	99	103	98	100	103	94
O=C(Nc1ccc(Br)cc1)C1=NCCCCN1	106	62	89	91	67	97	80	76	98
O=Nc1c(O)cc(O)c2ccccc12	120	110	90	104	101	96	104	114	112
O=C(Nc1nc2ccc(C(=O)c3ccccc3)cc2[nH]1)OC1COC1	93	75	70	87	60	89	68	49	79
N#Cc1nc(-c2ccccc2)oc1N1CCC(C2(C(F)(F)F)N=N2)CC1	107	102	99	99	99	102	104	96	101
O=C(Cc1ccc(CCC(=O)c2ccccc2O)cc1)Nc1ccccc1	91	92	99	101	96	88	92	91	95
NC(CCC(=O)NC(CS)C(=O)NCC(=O)O)C(=O)O (stereo not given)	60	101	96	105	103	99	114	108	104
COc1ccc(-c2nnc(COc3ccc(-c4nnc(N)s4)cc3)o2)cc1	105	94	93	99	94	98	101	97	79
COC(=O)C1(C)CCC[C@]2(C)[C@H]3C[C@H]4C(C(C)C)=C[C@]3(CC[C@@H]12)[C@H]1[C@@H]4[C@@H](OC(=O)c2ccco2)CC[C@@H]1O (stereo not given in full)	96	95	101	100	99	99	99	97	94
Cn1c(=O)c2c(nc3scc(CNc4cccc(C(F)(F)F)c4)n32)n(C)c1=O	104	80	81	93	70	100	84	·	73
CCCCC[n+]1ccc(SCC(=O)N(Cc2ccccc2)c2ccc(OC)cc2)c2ccccc21	95	103	125	103	87	94	87	103	97
COc1cc2c(c(OC)c1OC)C(=O)CC(c1cccc(NC(=O)c3cccc(Br)c3)c1)O2 (stereo not given)	112	87	86	97	107	95	82	99	95
Cc1ccc2c(c1)P(=O)(O)c1cc(C)ccc1O2	106	97	93	96	107	90	98	103	108
N#CC1=C(N)Oc2c(ccc3ccccc23)C1c1ccc(Cl)cc1 (stereo not given)	105	74	37	95	87	93	83	79	98
Cc1cc(C(=O)O)c(C)cc1N	106	104	97	102	105	100	104	112	99
CC1CC(NC(=S)N(C)C)CC(C)(C)C1 (stereo not given)	99	101	127	100	94	103	100	87	108
CCC(=O)OC(c1cc2c(cc1Br)OCO2)C(C)Br (stereo not given)	104	114	97	107	105	107	115	104	121
COc1cc2oc(-c3ccc(O)cc3)cc(=O)c2c(O)c1-c1c(OC)cc(O)c2c(=O)cc(-c3ccc(O)cc3)oc12	72	30	-2.6*	18	25	18	21	43	67
CCCCOP(=O)(COP(=O)(OC(C)C)OC(C)C)OCCCC	111	104	95	97	105	100	111	115	81
Cc1ccc(-c2nn(-c3ccccc3)cc2/C=C/C(=O)NNC(=O)Nc2ccc(Br)cc2)cc1	109	104	71	105	75	91	59	99	103
CCc1ccc(/C=C/c2ccc(O)c3ncccc23)[n+](C)c1	32	85	48	63	41	41	18	40	58

3 entries from above, ordered by SMILES length, highest first:
SMILES	HCC-2998	HCT-15	SNB-75	SF-539	SW-620	SNB-19	HCT-116	KM12	SF-295
COc1cc2c(c(OC)c1OC)C(=O)CC(c1cccc(NC(=O)c3cccc(Br)c3)c1)O2 (stereo not given)	112	87	86	97	107	95	82	99	95
O=C1c2c(c(=O)[nH]c3ccccc23)[C@H](c2ccccc2)[C@@H]2CCCN12	101	38	72	35	54	61	21	21	105
Cn1c(=O)c2c(nc3scc(CNc4cccc(C(F)(F)F)c4)n32)n(C)c1=O	104	80	81	93	70	100	84	·	73

The results go on.
SMILES	HCC-2998	HCT-15	SNB-75	SF-539	SW-620	SNB-19	HCT-116	KM12	SF-295
CC(C)CN(C)/N=N/c1nc[nH]c1C(N)=O	92	103	82	105	91	105	78	99	110
Cc1ccc(OCc2occc2C(=O)N2CCOCC2)cc1	103	100	82	100	102	100	105	107	96
CN1CCCC(c2ccccc2)C1c1ccccc1 (stereo not given)	106	101	95	105	111	102	95	98	98
Cc1[nH]c(C(=O)OCc2cn(CCCCNC(=O)COc3cccc4c3C(=O)N(C3CCC(=O)NC3=O)C4=O)nn2)c2c1C(=O)CCCC2 (stereo not given)	105	102	81	94	95	97	98	103	98
O=C1c2cccc3c(-c4ccc5c(c4)ncn5C4CCCCC4)ccc(c23)C(=O)N1CCO	93	98	87	99	104	98	80	87	82
COc1cc(C2=NN(C=O)C(c3sc(Cl)nc3Cl)C2)cc(OC)c1OC (stereo not given)	78	102	84	102	104	91	102	105	96
Cn1cc(C2=N[C@](C)(C(=O)N[C@H](C(=O)NC(C)(CO)C(=O)O)[C@H]3CCCN3)CO2)c2c(O)cc(Cl)cc21 (stereo not given in full)	107	102	94	91	76	93	90	99	98
O=C(Cc1ccccc1)c1ccc(O)cc1O	109	105	90	·	109	96	105	100	106
COc1ccc(-c2nc3cc(C)ccc3n2CC(=O)N=Nc2c(O)[nH]c3ccc(OC)cc23)cc1	-68*	-86*	·	-99*	-48*	4.9*	-97*	-80*	-73*
C/C(=N\NC(=O)Nc1ccc(Cl)cc1)c1nnn(-c2ccc([N+](=O)[O-])cc2)c1C	108	103	100	98	102	97	102	95	103
O=C(CSc1nnc(-c2ccc(Cl)cc2)n1-c1ccccc1)Nc1ccc(C(=O)O)cc1	110	101	115	105	107	101	104	101	96
O=C(Nc1cc(Cl)cc2c1-c1ccc(Cl)cc1C2O)C(Cl)Cl (stereo not given)	95	83	66	84	79	70	51	76	83
O=P(NC1CCCCC1)(c1ccccc1)c1ccccc1	104	105	92	101	110	108	109	105	128
CN(C)c1ccc(C=Nc2cc(S(=O)(=O)O)cc3cc(S(=O)(=O)O)c(N=Nc4ccccc4)c(O)c23)cc1	95	108	84	110	94	97	100	102	99
O=C(CN1CCn2c(nnc2C(F)(F)F)C1)Nc1nc2ccccc2s1	91	93	·	93	97	92	98	82	95
CCCCNC(C)C(O)c1ccc(-c2ccc(C(O)C(C)NCCCC)cc2)cc1 (stereo not given)	83	84	86	85	87	95	47	81	98

Gathered by group, the entries above containing an aryl methoxy group.
SMILES	HCC-2998	HCT-15	SNB-75	SF-539	SW-620	SNB-19	HCT-116	KM12	SF-295
CCN1C(=O)N(CC)C2C1NC(=S)N2/N=C/C=C/c1ccccc1OC (stereo not given)	12	9.1*	45	-8.2*	24	27	2.3*	16	11
COc1ccccc1C(=O)/C=C/c1cc2cccc(OC)c2[nH]c1=O	-85*	-12*	34	-10*	-6.3*	-4.6*	-15*	-49*	14
COc1cc(-c2ccc(C)n2-c2ccc(-c3nc4ccc(F)cc4s3)cc2)cc(OC)c1OC	83	97	·	109	85	97	78	89	91
COc1cc(/C=N/Nc2ccccc2F)cc(OC)c1OC	108	89	103	99	94	98	84	86	98
COc1ccc(C2=NN(c3ccccc3)C(c3ccc(OCc4ccc(Cl)cc4)c(OC)c3)C2)cc1OC (stereo not given)	113	88	81	90	93	94	73	97	102
COc1ccc(-c2nnc(COc3ccc(-c4nnc(N)s4)cc3)o2)cc1	105	94	93	99	94	98	101	97	79
CCCCC[n+]1ccc(SCC(=O)N(Cc2ccccc2)c2ccc(OC)cc2)c2ccccc21	95	103	125	103	87	94	87	103	97
COc1cc2c(c(OC)c1OC)C(=O)CC(c1cccc(NC(=O)c3cccc(Br)c3)c1)O2 (stereo not given)	112	87	86	97	107	95	82	99	95
COc1cc2oc(-c3ccc(O)cc3)cc(=O)c2c(O)c1-c1c(OC)cc(O)c2c(=O)cc(-c3ccc(O)cc3)oc12	72	30	-2.6*	18	25	18	21	43	67
COc1cc(C2=NN(C=O)C(c3sc(Cl)nc3Cl)C2)cc(OC)c1OC (stereo not given)	78	102	84	102	104	91	102	105	96
COc1ccc(-c2nc3cc(C)ccc3n2CC(=O)N=Nc2c(O)[nH]c3ccc(OC)cc23)cc1	-68*	-86*	·	-99*	-48*	4.9*	-97*	-80*	-73*
